MOR-DOR inv ag: inverse agonist of human OPRM1-OPRD1 heterodimerization | P35372+P41143 | cell-based MOR-DOR heterodimer luminescence, inverse agonism | inhibition, % at 9.3 µM | 0.21% of 340,000 active; in the data active = inhibition above about 22%, passing the limit was not always enough;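 note: 0% = cells with DMSO and 100% = wells without cells with DMSO; values of inactives mirror those of a sister screen read the other way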
phage Ecoli inh: E. coli growth loss with phage present; growth absorbance; 0.26% of 360,000 active; AID 651602; inhibition, % at 11.9 µM; in the data active = inhibition above about 11%
AddAB inh: less growth of phage-infected E. coli with AddAB | E. coli expressing H. pylori AddAB, absorbance growth | inhibition, % at 11.9 µM | 0.29% of 330,000 active | AID 435030; in the data active = inhibition above about 12%;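 note: 0% = vehicle wells of infected cells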
E coli growth: bacterial growth inhibition, counter-screen for AddAB inhibitors; E. coli V3065 growth, OD600 absorbance, 18 h; inhibition, % at 11.9 µM; 0.27% of 330,000 active; AID 449728;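 active = inhibition above the campaign's mean inhibition across all tested compounds plus 3 SD, cut at about 9.9% in these data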;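 note: uninfected addAB+ strain grown without phage in ampicillin broth; 0% = DMSO wells and 100% = ciprofloxacin 0.95 µg/ml wells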
PKA-R1A act: activators of PKA-R1A complex. activation, % at 11.4 µM. PKA-R1A dissociation, Cy5-IP20 fluorescence polarization; scaled: DMSO 0%, 113 µM cGMP 100%. 0.083% of 340,000 active;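 active = percent activation above the mean of all tested compounds plus 3 SD, cut at about 19% in these data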;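 note: higher means more PKAc released from R1A so a rise in polarization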
Arr AP2 block: inhibitors of human beta-arrestin and AP2 interaction. FITC-arrestin peptide / GST-AP2 beads, flow cytometry; AP2 beta2 appendage carries R879A mutation. inhibition, % at 10 µM. AID 504490. 0.31% of 340,000 active;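 active = inhibition above a set limit, near 3 SD of compounds lacking own fluorescence, cut at about 54% in these data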;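 note: plate controls were DMSO wells for no effect and 5 µM unlabelled arrestin peptide for full effect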
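system = GST-tagged AP2 beta2-adaptin appendage (R879A) on 4 µm glutathione beads | reagent = FITC-labelled arrestin peptide probe, 50 nM final | schedule = compound with beads 12 min RT, then probe 1 h RT | signal = HyperCyt-sampled flow cytometry, FL1 channel, ex 488/em 535 nm | read-out = percent response from loss of bead-bound FITC fluorescence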
Pemphigus Ab inh: human desmoglein-3 autoantibody binding inhibition | DSG3-coupled beads, scFv-anti-DSG3-GFP binding, flow cytometry; active compounds read low | 0.48% of 310,000 active | P32926 | binding (percent of control), % at 10 µM | AID 588358;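 active = binding more than 3 SD below its plate's average and above zero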;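 note: hits lower antibody fragment binding to DSG3; some compounds called inactive have numbers as strong as hits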
Target sequence (P32926 whole entry, looked up, the tested form may be a part): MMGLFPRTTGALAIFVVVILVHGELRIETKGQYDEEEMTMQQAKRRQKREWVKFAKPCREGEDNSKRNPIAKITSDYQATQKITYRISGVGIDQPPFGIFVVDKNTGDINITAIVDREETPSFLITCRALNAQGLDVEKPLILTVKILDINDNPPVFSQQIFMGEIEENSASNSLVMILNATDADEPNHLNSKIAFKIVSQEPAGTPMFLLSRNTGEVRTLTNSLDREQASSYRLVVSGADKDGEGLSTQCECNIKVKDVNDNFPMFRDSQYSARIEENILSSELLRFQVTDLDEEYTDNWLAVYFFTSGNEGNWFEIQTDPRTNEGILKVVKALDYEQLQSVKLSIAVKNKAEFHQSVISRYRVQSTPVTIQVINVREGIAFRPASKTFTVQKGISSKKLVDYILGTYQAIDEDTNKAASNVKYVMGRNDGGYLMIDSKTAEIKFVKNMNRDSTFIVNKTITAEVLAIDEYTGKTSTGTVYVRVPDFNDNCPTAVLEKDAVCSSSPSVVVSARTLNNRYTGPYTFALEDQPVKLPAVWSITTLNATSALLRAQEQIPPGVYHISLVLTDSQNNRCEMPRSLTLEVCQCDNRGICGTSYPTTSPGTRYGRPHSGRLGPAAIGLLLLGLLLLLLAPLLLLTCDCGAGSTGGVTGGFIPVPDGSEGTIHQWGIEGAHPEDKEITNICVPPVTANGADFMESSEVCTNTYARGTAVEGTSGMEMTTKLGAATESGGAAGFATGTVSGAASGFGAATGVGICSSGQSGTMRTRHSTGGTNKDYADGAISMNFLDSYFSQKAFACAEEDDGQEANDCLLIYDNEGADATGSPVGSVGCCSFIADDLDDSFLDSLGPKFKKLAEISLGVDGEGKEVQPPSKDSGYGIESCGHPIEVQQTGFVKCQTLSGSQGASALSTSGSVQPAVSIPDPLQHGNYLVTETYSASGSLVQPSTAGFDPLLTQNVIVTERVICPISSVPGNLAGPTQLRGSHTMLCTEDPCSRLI
PfHsp90 set2: inhibits growth of yeast expressing Plasmodium falciparum Hsp90 | S. cerevisiae expressing PfHsp90, BacTiter-Glo ATP, 48 h; yeast lacking PDR1 and PDR3 efflux regulators | inhibition, % at 9.4 µM | AID 504621 | 0.32% of 310,000 active;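 active = every replicate shows inhibition above about 80%, whatever the replicate mean, limit read from the data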;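 note: 0% = DMSO neutral controls and 100% = 20 µM radicicol positive controls; yeast relying on Plasmodium falciparum Hsp90 in place of its own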
Tat export inh: E. coli Tat transport inhibition; E. coli MC4100 TorA-mCherry Tat export, fluorescence; inhibition, % at 10 µM; 0.036% of 340,000 active; AID 488895;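 active = mean replicate inhibition at least 50% and at least half of replicates individually reaching 50%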;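 note: exported cargo escapes ClpAP degradation while cytoplasmic cargo is degraded and loses fluorescence; 0% = median of neutral control wells and 100% = median of NaSCN control wells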
OPRM1-OPRD1 ag: OPRM1-OPRD1 heterodimerization agonism. 0.3% of 340,000 active. P35372+P41143. activation, % at 9.3 µM. cells, luminescence; in the data active = activation above about 18%;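 note: 0% = vehicle-treated cells and 100% = reference agonist; values of inactives mirror those of a sister screen read the other way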
Mot1-301 SUMO: inhibitors of SUMOylation pathway: yeast Mot1-301 growth rescue; growth rescue, % at 18.8 µM; 1% of 320,000 active; S. cerevisiae Mot1-301 growth rescue, ATP luminescence, 38.5C; percent above DMSO median, 100 means doubled; AID 2716;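 active = every valid replicate shows activation above 250% relative to neutral control wells; inactive = the rest, any valid replicate at or below 250%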;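 note: OY570 slx delta 5 strain wells were the positive control but not used for scaling; some compounds called inactive have numbers as strong as hits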
Starred values were filed as active, the others as inactive; . = no result given.

SMILES	MOR-DOR inv ag	phage Ecoli inh	AddAB inh	E coli growth	PKA-R1A act	Arr AP2 block	Pemphigus Ab inh	PfHsp90 set2	Tat export inh	OPRM1-OPRD1 ag	Mot1-301 SUMO
O=C(O)C1CCC(=O)N1Cc1ccccc1Cl (centres undefined)	8	2.6	4.9	2.6	1	4	105	7	6	-2.0	3
O=C(OCC(=O)N1CCc2ccccc21)c1ccc(Br)o1	16	4.8	-1.5	0.4	-11	-8	93	-19	2	-4.1	13
C=CCNCC(O)COc1ccc(C(C)=O)cc1OC (centres undefined)	9	0.1	0.9	-0.6	-3	-2	96	-5	0	-1.7	-20
Cc1c(-c2ccccc2)[n+](=O)c(-c2ccc(Br)cc2)c(C)n1[O-]	9	1.5	1.8	0.1	11	7	107	-2	-4	-1.9	29
Cc1cc(C(=O)COC(=O)C2COc3ccccc3O2)c(C)n1CC1CCCO1 (centres undefined)	13	-1.2	2.0	2.3	-14	24	100	4	-2	-2.1	-16
CSc1ccccc1C(=O)OCC(=O)NCCN1C(=O)CSC1=O	9	0.9	-1.0	-0.1	4	-13	99	-3	-1	-2.4	-18
Cc1ccc(NC(=O)c2ccc3ccccc3n2)cc1S(=O)(=O)N(C)C	-1	1.8	-0.2	0.0	-14	-9	95	-10	-4	0.2	3
CN(C)CCCN1C(=O)C(=O)/C(=C(/O)c2ccncc2)C1c1ccccc1 (centres undefined)	5	2.1	3.5	-2.6	-5	16	100	-19	-4	-0.8	2
O=C(COC(=O)CCSc1ccc(Cl)cc1)NCc1ccccc1Cl	-2	2.4	-0.2	-2.4	-12	14	126	19	6	0.4	.
O=C(Nc1cccc(-c2nc3ncccc3o2)c1)c1ccc2c(c1)OCO2	12	1.9	.	.	3	-24	99	-12	-4	-2.3	.
COc1ccc(NCc2nnc(SCC(=O)N3CCCc4ccccc43)o2)cc1	12	1.3	2.1	-2.9	6	11	103	-19	-11	-2.3	9
CC1CCCN(c2nc3c(c(=O)[nH]c(=O)n3C)n2Cc2ccccc2Cl)C1 (centres undefined)	0	2.2	-0.6	-1.4	-8	3	105	-4	5	0.0	0
CCOc1ccc(CN2CCNC(=O)C2CC(=O)NC2CCOCC2)cc1 (centres undefined)	9	0.2	-1.2	-0.3	9	-12	102	12	1	-1.3	-22
COc1ccc(C2CCCN2C(=S)Nc2ccc(C)c(C)c2)cc1OC (centres undefined)	-6	0.8	0.8	-1.1	-8	14	88	-11	-2	1.1	3
Cc1nc(N2CCOCC2)nc(N2CCCCC2)c1[N+](=O)[O-]	8	3.7	2.1	-1.7	2	14	.	-17	19	-1.5	-5
O=C(c1ccc2c(=O)n(Cc3ccco3)c(=S)[nH]c2c1)N1CCN(Cc2ccccc2)CC1	9	0.6	-0.5	-2.2	-3	1	83	1	11	-1.9	26
COc1ccc(CNc2oc(COc3ccc(Cl)cc3)nc2C#N)cc1	-36	2.3	0.0	-2.5	-16	-13	102	1	8	6.7	-2
CC(C)c1cc(C(=O)NNC(=S)NCc2ccco2)c(O)c(C(C)C)c1	-74	8.6	9.0	3.9	-15	-16	101	-21	10	15	2
CCN(CC)CCn1c(NS(=O)(=O)c2ccc(C)cc2)nc2ccccc21	.	1.8	0.4	-1.9	-14	-3	139	19	-6	.	0
N#Cc1c(NCCCO)nc(-c2ccco2)c2c1CCCC2	8	4.1	0.9	1.6	-6	2	108	.	-12	-1.7	1
O=C(COC(=O)Cc1ccsc1)NCC12CC3CC(CC(C3)C1)C2	-4	0.2	4.5	1.8	-2	1	.	.	9	0.7	27
CNC(=S)Nc1cc(OC)ccc1OC	-2	1.2	1.3	-0.5	3	-5	100	-13	-1	0.4	5
CCOC(=O)Cc1cc(-c2ccc(OC)cc2)nc2ccc3ccccc3c12	-14	3.4	0.4	-2.7	-1	15	98	21	17	2.5	6
C/C(=N\NC(=S)NC(C)C)c1ccc(Cl)c([N+](=O)[O-])c1	-34	-2.8	3.1	2.0	-21	11	98	-17	-2	6.4	2
Cc1noc(C(=O)NCc2ccco2)c1Cl	13	1.6	-0.6	-2.5	-14	-2	102	-6	4	-2.4	4
O=C(CSc1nc2ccccc2c(=O)[nH]1)Nc1nc(-c2ccc(Br)cc2)cs1	-45	3.0	4.0	-0.2	-8	-14	108	-5	-3	8.4	200
Cc1ccc(S(=O)(=O)CCc2nnc(NC(=O)C3CCCO3)s2)cc1 (centres undefined)	8	3.6	2.4	0.9	2	2	116	1	-3	-1.7	8
Cc1ccc(-n2c(-c3ccccc3)nnc2-c2cccs2)cc1	9	0.3	0.3	3.5	-8	-18	105	-14	4	-1.9	2
CN(Cc1ccccc1F)c1ncnc2sccc12	3	1.6	0.6	1.6	1	-1	95	1	-3	-0.5	4
COc1ccc(CCN(C(=O)c2snc(C(N)=O)c2N)C(C(=O)NCC2CCCO2)c2ccc(F)cc2)cc1OC (centres undefined)	10	-1.7	.	.	1	-6	123	-8	8	-1.8	.
COc1ccccc1NC(=O)CCC(=O)N1CC(C)Oc2ccc(C)cc21 (centres undefined)	9	4.5	2.5	3.4	-6	-2	103	-1	4	-1.5	-9
CCc1ccccc1NC(=O)CSc1nnc(CNC(=O)c2ccco2)n1C	-1	1.8	-0.2	1.3	-1	-9	114	16	3	0.1	-17
COc1cccc(OC)c1OCC(=O)Nc1ccc(S(=O)(=O)N2CCCC2)cc1	11	4.2	2.0	1.7	0	6	100	.	0	-2.9	19
CCC(=O)N(c1nnc(SCC(=O)NN2C(=O)NC3(CCCCC3)C2=O)s1)C1CC1	10	4.2	1.8	4.0	-15	-3	.	-29	1	-2.4	-12
Cc1cc(C)cc(OCC(=O)NCc2cc(C)nc3ccccc23)c1	-6	0.1	-2.7	-5.9	-5	9	92	9	3	0.8	-10
Cc1ccc(-c2n[nH]c(=S)n2C)cc1Cl	33*	0.3	-1.4	-0.7	1	-38	105	12	1	-6.4	4
O=C1CC(NNc2ccccc2)C(=O)N1c1cccc(Cl)c1 (centres undefined)	-12	2.0	4.1	3.3	4	7	106	6	9	2.1	368
CC1Cc2ccccc2N1C(=O)COC(=O)c1cc(Br)ccc1O (centres undefined)	-3	1.9	0.3	2.3	-9	23	102	-4	-10	0.6	5
CNC(=O)C(=O)NCC1OCCN1S(=O)(=O)c1ccc([N+](=O)[O-])cc1 (centres undefined)	-28	2.8	2.9	0.8	-4	2	104	13	-16	6.3	-16
COc1ccc(S(=O)(=O)N2CCCC(C(=O)NCc3ccco3)C2)cc1Cl (centres undefined)	8	-0.9	0.6	-0.1	1	5	104	2	4	-1.4	1
O=C(C[n+]1cc(-c2ccccc2)n2c1CCC2)c1cccs1	-1	3.5	-0.9	0.0	-5	-4	101	-3	-11	0.2	-5
CCOc1ccc(C(=O)CCC(=O)NNC(=O)c2ccccc2O)cc1	-11	4.0	6.0	3.5	-5	-10	107	9	-6	1.6	203
Cc1cc(C(=O)Nc2ccc(S(=O)(=O)N3CCOCC3)cc2)c(C)o1	.	0.3	-1.3	-1.2	.	23	94	-2	-7	.	-19
COc1ccc(O)c(-c2[nH]ncc2C(=O)c2cccc(C)c2)c1	6	2.7	1.2	0.2	-2	2	102	0	13	-1.1	-8
COc1ccccc1C(=O)Nc1ccnn1C1CCN(Cc2csc(C(C)=O)c2)CC1	8	2.6	0.2	0.1	-2	25	102	-10	-5	-1.6	-17
Nc1ccccc1SCC(=O)Nc1cccc2ccccc12	10	2.9	-2.2	-0.9	3	-10	111	6	-4	-2.1	-3
COc1cccc(NS(=O)(=O)c2c(C)n(C)c(=O)n(C)c2=O)c1	-1	3.3	-2.7	2.6	-4	7	97	4	-6	0.1	-4
Cc1c(C(=O)NCc2ccccn2)sc2nc(-c3ccc(F)cc3)cn12	5	1.6	0.5	-1.9	10	-2	96	0	22	-1.1	1
COCCn1c(NCc2ccc(C)cc2)nc2c1c(=O)[nH]c(=O)n2C	8	1.3	0.0	-0.8	-11	-7	102	15	-9	-1.9	-2
O=C(Nc1ccccc1F)c1ccc(CSc2ncccn2)cc1	6	5.9	1.5	0.0	3	9	98	18	14	-1.3	17
CN(C)S(=O)(=O)c1ccc(C(=O)Nc2nnc(SCc3cccc(F)c3)s2)cc1	9	2.8	-0.3	-3.7	-5	14	115	-15	8	-1.7	-9
COc1ccc(CC(=O)Nc2c3c(nn2-c2cccc(Cl)c2)CS(=O)(=O)C3)cc1	-3	1.9	1.3	0.2	2	10	100	30	7	0.6	3
COC(=O)[C@H](C)NC(=O)NCc1ccc(F)cc1	20	-0.9	2.2	1.7	-15	-5	.	26	15	-4.3	-17
Nc1cccc(-c2cc3ccccc3oc2=O)c1	-1	2.0	1.8	-0.8	7	26	99	19	0	0.2	27
Cc1ccc2occ(/C=N/NC(=O)c3ccc(O)cc3)c(=O)c2c1	-5	1.7	.	.	0	-5	.	.	-1	0.9	-55
CC1CCCCC1NC(=O)Cn1cnc2c1c(=O)n(C)c(=O)n2C (centres undefined)	.	0.3	2.9	2.2	3	28	101	-21	-7	.	14
COc1ccc(-n2nnnc2SC(C)C(N)=O)cc1 (centres undefined)	-9	2.0	2.9	-1.8	-4	8	85	10	7	1.4	6
COC(=O)[C@@H](NC(=O)Nc1ccc(OC)cc1)C(C)C	-18	0.3	2.9	-0.5	-2	-6	97	3	9	3.5	10
CCCCNC(=O)c1onc(CSc2ccc(OC)cc2)c1C(=O)O	0	1.3	4.6	0.6	-1	30	99	-9	-2	0.0	12
O=C(N/N=C1\CCc2ccccc21)c1ccncc1	15	2.4	3.8	2.7	0	-4	94	-13	1	-3.0	-12
O=c1[nH]c(CSc2ncc(C(F)(F)F)cc2Cl)nc2ccccc12	-7	3.7	5.7	2.5	-12	-9	103	-7	3	1.5	-21
CNc1oc(-c2ccc(OCc3ccccc3)cc2)nc1C#N	3	0.7	2.1	0.3	0	-42	109	21	6	-0.7	6
Cc1cc(CN(C)C(=O)c2ccc3nc(Cc4ccccc4F)oc3c2)on1	9	1.5	1.8	2.2	-8	7	.	-14	1	-1.6	-4

Two entries from above, with values under each structure:
Second line of a record – MOR-DOR inv ag	phage Ecoli inh	AddAB inh	E coli growth	PKA-R1A act	Arr AP2 block	Pemphigus Ab inh	PfHsp90 set2	Tat export inh	OPRM1-OPRD1 ag	Mot1-301 SUMO
> Cc1c(C(=O)NCc2ccccn2)sc2nc(-c3ccc(F)cc3)cn12
  5	1.6	0.5	-1.9	10	-2	96	0	22	-1.1	1
> COCCn1c(NCc2ccc(C)cc2)nc2c1c(=O)[nH]c(=O)n2C
  8	1.3	0.0	-0.8	-11	-7	102	15	-9	-1.9	-2
